human PMI inhibition – inhibitors of human PMI, primary screen, biochemical, fluorescence intensity, coupled assay (AID 1209) | purified PMI enzyme, coupled fluorescence intensity; higher % means a stronger effect | inhibition, % at 20 µM, or IC50 in µM where a hit was titrated | actives 0.42% (n = 190,000); in the data active = inhibition above about 50%;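 note: plate controls were DMSO vehicle for no effect and wells lacking substrate for full effect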
T cell HTS – modulates CD8 T cell binding to vesicles | 2C CD8+ T cell-vesicle binding, flow cytometry; stronger effect = lower value | calls only at 7 µM | actives 0.068% (n = 330,000) | AID 2052;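 active = response, share of CD8 T cells binding vesicles, and their 90th percentile fluorescence all below set limits, cut at about 80% in these data, passing the limit was not always enough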
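incubation = binding step 1.5 h, 37 °C, antibody labelling 20 min, ice | test system = 2C mouse CD8+ T cells | read-out basis = percent CD8+ FL2 mean versus row control | controls = Peptide-free naked vesicles (low) and QL9 vesicles with 0.7% DMSO vehicle (high) | detection = flow cytometry of vesicle-bound cells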
TNAP activators – stimulation of alkaline phosphatase TNAP activity – biochemical, luminescent, no phosphate acceptor, uHTS, primary screen (AID 1001). purified TNAP, luminescent activation assay, no phosphate acceptor; higher activation fold means a stronger effect. activation fold at 20 µM; hits with a dose series show EC50 in µM. actives 0.03% (n = 200,000); in the data active = activation fold from about 3, or a potency from the dose series; inactive = the rest, 99 in 100 with activation fold below about 1.6; note: many of its hits are not listed in these tables
Myeloid diff MLP – promotes myeloid progenitor differentiation. ER-HoxA9 myeloid progenitors, lysozyme-GFP differentiation, flow cytometry. calls only at 10 µM. actives 1% (n = 360,000);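 active = normalized GFP-positive differentiation at or above the plate's own cutoff, the solvent-only control mean plus 3 SD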;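 note: cells exposed to compound for four days before flow analysis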
Hep lipid drop – hepatic lipid droplet formation modulation. AML12 mouse hepatocytes, oleate lipid droplets, BODIPY imaging. inhibition, % at 6.5 µM. actives 0.4% (n = 240,000). AID 1656;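 active = lipid droplet intensity inhibited by at least 50%, with more than 500 cells counted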
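Assay system: AML12 hepatocytes (mouse); Probe or stimulus: oleic acid at 100 µM to induce lipid droplet formation; Dosing: compound at 6.5 µM only; Schedule: compound with oleate, overnight; Detection: fluorescence imaging, 20x objective, two fields per well; Measure: % inhibition of lipid droplet signal.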
Dynein transport – dynein cargo transport inhibition; 3617.4 mouse cells, GR-EGFP nuclear translocation imaging; test concentration mostly 20 µM; stimulated with dexamethasone, 1 µM; stronger effect = lower value; actives 0.47% (n = 220,000); z-score, hits read low; AID 1381;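 active = plate z-score of nuclear minus cytoplasmic receptor signal below a set negative limit, without overly bright fluorescence or cell loss, cut at about -3.5 in these data, passing the limit was not always enough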;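 note: z-score of nuclear minus cytoplasmic ring GR-EGFP intensity difference per well; some compounds called inactive have numbers as strong as hits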
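Medium: Induction medium lacking tetracycline, stripped serum | Probe or stimulus: 1.0 µM final dexamethasone stimulus | Schedule: 48 h induction, then 1 h compound, then 30 min agonist, 37 °C | Signal: Automated 10x imaging of fixed Hoechst-stained cells | Evaluation: Per-cell GR-EGFP intensity, nucleus versus surrounding cytoplasmic ring, well-averaged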
b-catenin transl – alters nuclear translocation of beta-catenin in HeLa cells; nuclear translocation activity, % at 5 µM; immunofluorescence imaging; actives 0.3% (n = 190,000);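 active = nuclear translocation activity above 50% at 5 µM, with a well cell count of 50 or more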;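 note: per-cell ratio of nuclear to cytoplasmic median beta-catenin stain intensity; plate controls were DMSO negative control for no effect and GSK-3 inhibitor IX positive control for full effect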
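Test system: human HeLa cells, endogenous beta-catenin. Times: 24 h compound exposure, 37°C. Measured by: beta-catenin immunofluorescence imaging with DAPI.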
Ins promoter up – MIN6 insulin promoter up-regulation; MIN6 insulin promoter-GFP reporter, high-content imaging; stronger effect = higher value; z-score at 5 µM; actives 0.3% (n = 190,000); AID 1625;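 active = z-score above 3 at 5 µM with at least 500 cells counted in the well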
MT stabilizer – stabilizes microtubules in HeLa cells; HeLa tubulin immunostaining HCS, 24 h; share of cells brighter than vehicle mean+2SD; % tubulin-high responders, % at 10 µM; actives 0.83% (n = 200,000); AID 2205;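 active = plate Z-score above 3 for both tubulin-high and condensed-nucleus cell shares, with cell loss under 80%, at 10 µM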;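 note: anti alpha tubulin signal scored within the nucleus-defined area of each cell; some results filed as inactive read as strong as hits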
Dynein transport cytoplasmic EGFP – recorded beside Dynein transport, whose call it bears; z-score; measured here: cytoplasmic GR-EGFP intensity; stronger effect = higher value
Dynein transport nuclear GR-EGFP – also measured in Dynein transport; calls as there; z-score; measured here: nuclear GR-EGFP intensity;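 lower value marks the stronger effect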
Dynein transport cell count – second read-out of Dynein transport, no call of its own (marks repeat the call); z-score; measured here: cell count per field
Ins promoter up cell count – second read-out of Ins promoter up, no call of its own (marks repeat the call); cell count; measured here: cytotoxicity, nuclei count;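 total cells summed across four imaged fields per well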
Hep lipid drop cells 6.5 µM – recorded beside Hep lipid drop, whose call it bears; cell count; measured here: cell count, cytotoxicity flag;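 cells counted across two imaged fields per well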
b-catenin transl cell count 5 µM – further read-out of b-catenin transl, marked with its call; cell count; measured here: cell count, cytotoxicity flag
T cell HTS vesicle-bound % – also measured in T cell HTS; calls as there; double positive events, %; measured here: CD8+ vesicle-bound cell fraction;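 binding gate set so that unloaded-vesicle control wells show 10% double positive cells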
MT stabilizer Hoechst-high % – second read-out of MT stabilizer, no call of its own (marks repeat the call); % Hoechst-high responders; measured here: nuclear condensation Hoechst responders;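 share of cells brighter than vehicle mean plus two SD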
MT stabilizer cytotoxicity % – second read-out of MT stabilizer, no call of its own (marks repeat the call); toxicity, %; measured here: cytotoxicity by cell density;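 0% = mean cell density of plate MIN control wells and 100% = no cells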
Myeloid diff MLP GFP+ MAC1+ % – second read-out of Myeloid diff MLP, no call of its own (marks repeat the call); GFP+ MAC1+ double positive, %; measured here: differentiation confirmed by MAC1 staining
Starred values were filed as active, the others as inactive; i = inactive; / = no result given; + = active, no number.

SMILES	human PMI inhibition	T cell HTS	T cell HTS vesicle-bound %	TNAP activators	Myeloid diff MLP	Myeloid diff MLP GFP+ MAC1+ %	Hep lipid drop	Hep lipid drop cells 6.5 µM	Dynein transport	Dynein transport cytoplasmic EGFP	Dynein transport nuclear GR-EGFP	Dynein transport cell count	b-catenin transl	b-catenin transl cell count 5 µM	Ins promoter up	Ins promoter up cell count	MT stabilizer	MT stabilizer Hoechst-high %	MT stabilizer cytotoxicity %
COc1ccc(C2CC(=O)N3CN(Cc4ccco4)CSC3=C2C#N)cc1 (stereo not drawn)	59%*	i	18	1.1	i	0.5	/	/	0.55	-0.15	0.57	-0.9	-0.6	1027	-1.2	1405	5.1	3.6	4.0
Cc1ccc([N+](=O)[O-])cc1S(=O)(=O)N1CCCCC1C(=O)O (stereo not drawn)	-4%	i	30	1.1	i	0.5	6	670	-0.22	-0.33	-0.39	-0.78	-3.1	1119	0.42	1552	2.5	2.2	4.9
CCSc1nc(-c2ccccc2)c(C#N)c(=O)[nH]1	11%	i	14	1.1	i	1.9	-8	675	0.46	-0.27	0.035	-0.42	1.5	972	-0.43	1696	3.8	2.7	3.0
O=S(=O)(c1cnc(Cl)c(Cl)c1)N1CCN(c2ncccn2)CC1	/	i	39	/	i	0.1	13	745	0.34	-0.25	-0.24	-0.14	-2.5	1179	-0.36	1463	/	/	/
CCc1c(C)sc(NC(=O)c2cccs2)c1C(N)=O	11%	i	68	1.1	+	7.9*	4	654	-0.49	-0.25	-0.25	0.69	/	/	1.6	864	1.8	0.9	5.1
O=C(Nc1ccccc1)Nc1ccc2snnc2c1	-21%	i	33	1	i	0.5	-2	757	-0.88	-0.21	-0.49	-0.81	-2.4	1147	-1.4	644	3.6	0.9	4.3
CN(C)CCCn1c(N)c(S(=O)(=O)c2ccccc2)c2nc3ccccc3nc21	/	i	43	/	i	0.4	0	692	-0.14	-0.18	-0.092	0.64	-2.0	1264	0.05	1059	/	/	/
O=S(=O)(Nc1nc2ccccc2s1)c1cnc(Cl)c(Br)c1	/	i	20	/	i	0.3	-2	741	-0.24	-0.22	-0.29	0.19	-1.9	1068	0.1	1398	/	/	/
COc1ccc(NC(=O)Nc2ccccc2C(N)=O)cc1	-8%	i	52	1.1	i	0.3	4	627	-0.43	-0.3	0.33	0.75	2.9	891	-0.16	1447	4.1	1.0	20
c1ccc(CN2CCN(Cc3nnc(-c4ccccc4)o3)CC2)cc1	-11%	i	17	1.2	i	1.0	7	710	0.57	-0.27	0.19	-1.5	-0.9	1079	-0.03	1308	1.3	2.8	8.0
COc1cc(/C=C(\C#N)c2ccccn2)ccc1OCC(=O)Nc1ccc(Br)cc1	-11%	i	6	1.1	i	0.1	-9	696	-0.71	-0.21	-0.65	-0.11	/	/	0.42	1388	8.1	3.6	7.9
Cc1cccc(C)c1NC(=S)N(CCCN1CCCCC1)Cc1ccco1	-1%	i	22	1.1	i	0.6	17	743	-0.25	-0.23	-0.12	-0.0049	-0.4	1162	-0.45	1383	1.3	1.6	5.3
COC(=O)c1ccccc1NC(=O)c1cc([N+](=O)[O-])nn1Cc1ccccc1	8%	i	39	1.2	i	0.5	6	358	-0.2	-0.34	-0.47	0.43	-1.6	962	/	/	8.2	1.5	9.2
CN(CC(O)COc1ccc(OCC(O)CN(C)C2CCCCC2)cc1)C1CCCCC1 (stereo not drawn)	11%	i	62	1.1	i	0.6	7	635	-0.34	0.17	-0.19	0.52	-4.1	1241	0.07	1253	1.5	1.3	5.3
O=C(NC1CCCCC1)C(c1ccccc1)N1CCc2ccccc21 (stereo not drawn)	-2%	i	40	0.8	i	2.2	/	/	0.035	-0.24	0.056	-0.002	-2.2	1132	-0.13	874	2.6	2.1	8.1
COC(=O)C(C)Sc1ccc2nnc(-c3ccccc3)n2n1 (stereo not drawn)	-30%	i	53	1.1	i	0.2	16	729	0.71	-0.38	-0.04	0.02	0.2	1081	-0.89	1318	0.7	1.3	5.0
COc1ccc(C(=O)NNC(=O)c2ccc(S(=O)(=O)N3CC(C)OC(C)C3)cc2)cc1 (stereo not drawn)	0%	i	50	1.1	i	0.2	8	715	-1.2	0.15	-0.46	0.83	-1.4	1172	1.5	1195	3.2	1.2	6.4
CCOC(=O)c1cc(-c2ccc(C)c([N+](=O)[O-])c2)nc2c1c(=O)n(C)c(=O)n2C	15%	i	46	1.1	/	/	28	764	-0.1	-0.35	0.46	0.25	-0.3	1002	-2.5	1221	6.4	2.4	8.6
COc1cccc(C(=O)Nc2cc3c(cc2C(C)=O)OCCO3)c1	0%	i	11	1.1	i	0.6	2	565	1.9	-0.078	1.7	-1.2	/	/	-0.93	1434	3.3	2.6	3.1
CCC(=O)Nc1nc(CC(=O)Nc2ccccc2OC)cs1	0%	i	26	1	i	1.6	-22	687	0.3	-0.27	0.13	0.52	-1.0	1118	0.33	1250	3.2	2.1	2.4
CC(C)c1ccc(NC(=O)COc2ccc(C3SCCS3)cc2)cc1	/	i	21	/	i	0.4	4	822	-0.47	-0.13	-0.14	0.62	0.2	1290	/	/	/	/	/
Cc1ccc(/C=C(\C#N)C(=O)NCC2CCCO2)o1 (stereo not drawn)	12%	i	60	1.2	i	1.0	-19	633	-0.18	-0.31	-0.098	0.45	-0.2	1117	0.35	1553	1.7	2.9	8.1
COc1ccnc(NCc2cccnc2)c1C#N	8%	i	42	1.1	i	6.2	/	/	-0.52	-0.2	-0.56	0.064	0.1	1384	1.5	1648	3.3	1.8	4.0
O=C(O)COCC(=O)N1CCN(C2c3ccccc3-c3ccccc32)CC1	/	i	32	/	i	0.4	-11	721	-0.16	-0.28	-0.2	0.7	-0.4	1298	0.33	1115	/	/	/
CCCCc1ccc(/C=C2/C(=O)ON=C2c2ccccc2)s1	14%	i	47	1	i	0.5	-2	581	0.61	-0.14	0.44	-1.3	/	/	-0.28	1278	1.5	2.8	13
O=C(CCN1C(=O)COc2ccccc21)NCCN1CCN(c2ccccc2F)CC1	3%	i	20	1.1	i	2.2	/	/	-0.068	-0.15	0.25	-0.66	-3.6	1010	-0.37	946	6.1	2.4	7.9
Cc1ccc(C(=O)NC2CC(C)(C)NC(C)(C)C2)cc1C	-6%	i	19	0.9	i	0.3	/	/	-0.7	-0.2	-0.12	0.045	-4.8	740	1.5	975	3.7	3.3	7.2
Nc1nnc(-c2ccncc2)s1	13%	i	22	1	i	1.9	/	/	-0.0055	-0.31	0.31	0.38	-3.2	1450	0.04	1547	2.8	1.7	8.1
O=C1Nc2ccccc2N(O)N1c1cc(-c2cccc(Cl)c2)no1	0%	i	26	1	i	2.7	1	813	-0.93	-0.064	-0.42	1	1.8	1035	0	895	1.0	1.1	5.6
Cc1cccc(NC(=O)c2cc([N+](=O)[O-])ccc2Cl)c1O	9%	i	31	1	i	0.4	9	636	-1.6	0.5	-0.73	0.52	1.5	1490	/	/	1.4	1.8	2.8
CCOC(=O)C(=CNc1cccc(N)n1)C(=O)OCC	-1%	i	12	1	i	1.5	/	/	0.51	-0.23	0.53	0.45	-4.7	980	-0.09	1537	1.8	0.7	6.2
Cc1ccccc1-n1c(SCC(=O)N(C)C2CCS(=O)(=O)C2)nnc1-c1ccncc1 (stereo not drawn)	5%	i	35	1	i	0.6	-10	689	-0.88	-0.22	-0.34	0.41	-1.0	991	/	/	1.7	2.3	2.7
CCN=C1SC(C(=O)Nc2cccc(Br)c2)CC(=O)N1CC (stereo not drawn)	5%	i	45	1.1	i	0.6	22	606	0.46	0.97	0.36	-0.65	/	/	-1.1	1414	4.8	3.3	3.6
CCC(C)NC(=O)C(=O)NCC1CCCN1CC (stereo not drawn)	-5%	i	38	1.2	i	1.0	10	768	1.7	-0.095	0.88	-0.74	-1.8	980	0.25	1251	2.4	1.3	2.5
CCN(CC)S(=O)(=O)c1ccc(Cl)c(NC(=O)COC(=O)c2ccc(O)cc2)c1	-2%	i	43	1	i	1.0	3	670	-1.2	-0.073	-0.99	0.79	-0.3	965	0.21	1550	2.6	4.2	5.4

Screening data as filed in PubChem BioAssay.
